# TEAD-YAP block = TEAD-YAP interaction inhibition; inhibition, % at 9.12 µM; HEK-TIYL cells, TEAD-Gal4/YAP UAS-luciferase luminescence; 1.4% of 640,000 active; in the data active means inhibition above about 32%;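 further: 0% = median of test compound wells and 100% = reference inhibitor wells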
# MITF primary = inhibitors of human MITF | AID 1259374 | 0.91% of 650,000 active | AlphaScreen MITF homodimerization, bead proximity signal | inhibition, % at 2.6 µM | O75030; in the data active means inhibition above about 50%;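 further: 0% = vehicle wells with protein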
# Target sequence (O75030 whole entry, looked up): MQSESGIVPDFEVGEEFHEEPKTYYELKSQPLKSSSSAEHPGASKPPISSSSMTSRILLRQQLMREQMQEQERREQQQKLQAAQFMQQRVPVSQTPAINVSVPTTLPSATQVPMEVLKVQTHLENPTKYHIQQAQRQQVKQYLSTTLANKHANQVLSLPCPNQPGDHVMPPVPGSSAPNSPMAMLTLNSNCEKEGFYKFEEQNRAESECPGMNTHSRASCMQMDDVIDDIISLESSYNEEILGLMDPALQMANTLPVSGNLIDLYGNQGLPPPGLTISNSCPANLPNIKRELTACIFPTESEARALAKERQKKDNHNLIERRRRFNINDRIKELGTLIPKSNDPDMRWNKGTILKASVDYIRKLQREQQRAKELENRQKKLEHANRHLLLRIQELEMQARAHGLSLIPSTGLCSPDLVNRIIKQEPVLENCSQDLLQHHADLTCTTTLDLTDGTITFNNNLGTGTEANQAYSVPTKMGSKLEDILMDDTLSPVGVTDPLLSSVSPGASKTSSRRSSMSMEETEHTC
# FBW7 activator = human FBW7 E3 ligase activation, primary screen; AlphaScreen FBW7–phospho-cyclin E peptide binding, activator screen; normalized activity (activation), % at 26.1 µM; 0.13% of 650,000 active; in the data active means normalized activity above about 1.9%;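 further: purified mutant Fbw7 with reduced substrate affinity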
# GPR151 activ = human GPR151 activation; Q8TDV0; PathHunter beta-arrestin GPR151 cells, luminescence; activation, % at 11.2 µM; 1% of 650,000 active; AID 1508602; in the data active means activation above about 4.9%;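 further: 0% = median of compound wells and 100% = cells with positive control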
# Target sequence (Q8TDV0 whole entry, looked up): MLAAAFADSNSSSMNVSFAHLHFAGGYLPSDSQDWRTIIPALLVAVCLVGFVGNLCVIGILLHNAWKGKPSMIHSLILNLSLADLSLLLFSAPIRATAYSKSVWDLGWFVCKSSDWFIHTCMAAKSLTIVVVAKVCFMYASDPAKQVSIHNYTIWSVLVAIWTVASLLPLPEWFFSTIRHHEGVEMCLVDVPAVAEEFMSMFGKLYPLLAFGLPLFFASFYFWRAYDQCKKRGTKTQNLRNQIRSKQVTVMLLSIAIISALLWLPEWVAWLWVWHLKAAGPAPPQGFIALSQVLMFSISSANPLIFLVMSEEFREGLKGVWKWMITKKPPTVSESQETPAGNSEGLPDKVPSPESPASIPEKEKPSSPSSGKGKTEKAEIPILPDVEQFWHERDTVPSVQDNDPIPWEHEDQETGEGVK
# * hit, by the source's call; & = joins results of further samples.
# Screens in order – TEAD-YAP block, MITF primary, FBW7 activator, GPR151 activ
COc1cc(/C=N/NC(=O)Cc2cccc3ccccc23)cc(OC)c1O
 : 3, 2, -0.1, -0.3
CCCCc1ccc(NC(=O)c2ccc(C)cc2)cc1
 : -30, 5, 0.0, 2.0
Cc1ccc(C2NC(=O)NC3=C2C(=O)N(CCc2ccccc2)C3)cc1 (centres undefined)
 : 3, 5, 0.0, 0.1
CCOC(=O)CN1C(=O)S/C(=C/c2ccc(Cl)cc2)C1=O
 : 6, 7, 0.1, -0.2
Cc1nc2sccn2c1C(=O)Nc1cccc(Oc2ccccc2)c1
 : -4, 10, 0.2, -1.3
O=C(CSC1=Nc2ccccc2C2=NC(Cc3ccccc3)C(=O)N12)c1ccc(F)cc1 (centres undefined)
 : 7, 11, 0.0, -2.9
O=C(Nc1ccc2c(c1)C(=O)NC2=O)c1cc([N+](=O)[O-])cc([N+](=O)[O-])c1
 : 16, 8, 0.0, 2.3
CC(C)(C)c1ccc(C(=O)Nc2ccc(-c3nc4ccccc4o3)cc2)cc1
 : -1, 18, 1.3, 0.5
COc1ccccc1N=c1oc2c(OC)cccc2cc1C(=O)NC(C)=O
 : -8, -9, -0.2, 0.3
O=C(COC(=O)c1ccc2c(c1)S(=O)(=O)c1ccccc1C2=O)NCc1cccs1
 : 2, -11, 0.0, 3.0
CC1CN(C(=O)NC2CC(=O)N(c3ccccc3)C2)CC(C)O1 (centres undefined)
 : -2, 3, -0.2, 1.0
Cc1cc(OCC(=O)NCc2ccccn2)ccc1Br
 : -8, -3, 0.0, -1.2
O=C(CSc1ccc2ccccc2c1)N1CCOCC1
 : -49, 13, 0.0, 0.2
Cn1c(=O)c2c(SCCN3CCCC3)nc(-c3ccccc3F)nc2n(C)c1=O
 : 23, 7, 0.1, 1.0
NC(=O)C1=CN(C2OC(COP(=O)(O)OP(=O)(O)OC[C@H]3O[C@@H](n4cnc5c(N)ncnc54)C(OP(=O)(O)O)[C@H]3O)C(O)C2O)C=CC1 (some centres undefined)
 : -2, 11, -0.1, -2.2
Cc1cccc(-c2nc(-c3ccc(Cl)cc3)no2)c1
 : -40, -3, -0.1, 0.2
Cc1ccc(S(=O)(=O)Nc2cc(C)c(O)c(Br)c2C)cc1
 : 2, -5, 0.1, 0.0
COc1ccccc1/C=C/c1nc2ccc(OC(C)=O)cc2c(=O)o1
 : 6, 18, 0.1, -1.2
CCOC(=O)N1CCc2c(sc(NC(=O)c3ccccc3Br)c2C#N)C1
 : 53*, -4, -0.1, 4.7
Nc1ncnc2c1nc(N1CCOCC1)n2C1OC(CO)C(O)C1O (centres undefined)
 : -13, -2, -0.1, 0.5
CC(C)NC(=O)CSc1nnc(Cc2ccccc2)n1C
 : -52, -2, -0.3, 0.3
CCCCNC(=S)N(C)/N=C/c1ccccc1C(=O)O
 : -2, 6, 0.5, 0.7
Nc1nc(Cl)cc(NCc2nc3ccccc3[nH]2)n1
 : -10, -10, -0.1, 0.7
O=C(NCc1cccnc1)[C@@H]1C[C@H](NCc2cccc(F)c2)CN1C/C=C/c1ccccc1
 : -7, -13, 0.0, -0.8
CC(=O)C1=C(C)NC(SCC(=O)c2ccccc2)=C(C#N)C1c1ccco1 (centres undefined)
 : -19, 14, 0.9, -0.7
O=C(Cc1ccccc1)Nc1nnc(C2=COCCO2)o1
 : 0, 29, 0.0, -1.3
O=C(CSc1cn(Cc2ccc(Cl)cc2)c2ccccc12)N1CCCC1
 : -1, 1, -0.2, -0.7
CS(=O)(=O)c1ccc(N2CCOCC2)c(F)c1
 : 3, 11, 0.1, -0.9
OC[C@@H](O)C(O)[C@H](O)CO
 : 12&-4, 21&-1, 0.2&0.1, -1.5&0.9
CCN(CC)S(=O)(=O)c1cc(Br)cc2c1N(C(C)=O)CC2
 : -7, -8, -0.1, 1.5

# Full records as entered above.
# `O=C(NCc1cccnc1)[C@@H]1C[C@H](NCc2cccc(F)c2)CN1C/C=C/c1ccccc1` in the list: TEAD-YAP block: -7; MITF primary: -13; FBW7 activator: 0.0; GPR151 activ: -0.8
# `CC(C)(C)c1ccc(C(=O)Nc2ccc(-c3nc4ccccc4o3)cc2)cc1` in the list: TEAD-YAP block: -1; MITF primary: 18; FBW7 activator: 1.3; GPR151 activ: 0.5

# Next section:
# Screens in order – TEAD-YAP block, MITF primary, FBW7 activator, GPR151 activ
N#CC1=C(N)C(C#N)(C#N)[C@@H](c2cccc(Cl)c2)[C@@H]2CSCC=C12
 : 2, -1, 0.6, -0.6
CCSc1nc2ccccc2n1Cc1ccc(OC)c([N+](=O)[O-])c1
 : 8, -14, 0.0, 1.2
Cc1ccc(O)c(/C=N/NC(=O)/C(=C\c2cccs2)NC(=O)c2ccccc2)c1
 : 17, -4, -0.2, -0.3
O=C1CCC(=O)N1OCCOc1ccccc1
 : 11, 10, 0.1, 2.6
O=C(NNC(=O)C(c1ccccc1)c1ccccc1)C1CCCO1 (centres undefined)
 : 4, -9, 0.2, -0.2
CC1CCCC(NC(=O)CSc2nnc(N)s2)C1C (centres undefined)
 : -1, 2, 0.1, -0.3
Cc1cc(C)c(Nc2cc(Oc3ccc(C(C)(C)C)cc3)c3noc4c3c2C(=O)c2ccccc2-4)c(C)c1
 : 5, 18, 0.3, 2.4
COc1cccc(CN2CCN(C3CCN(c4ccccc4C)CC3)CC2CCO)c1 (centres undefined)
 : -2, 5, -0.1, 1.1
Clc1cccc(CN2CCN(Cc3ccccn3)CC2)c1
 : 2, 70*, 0.0, 1.7
O=S(=O)(Nc1ccc2c(c1)OCCO2)c1c(F)cc(F)c(Cl)c1F
 : 4, 8, 0.1, 1.1
Cc1[nH]nc(Nc2ccc(C(C)C)cc2)c1[N+](=O)[O-]
 : -58, 15, 0.1, -1.3
CCn1cc(CNC(=S)Nc2cc(OC)ccc2OC)cn1
 : 1, -16, 0.0, -1.2
O=C(NCC1CCCO1)C1CCCN(c2ncccn2)C1 (centres undefined)
 : -4, 4, -0.2, 1.2
CCOC(=O)c1cnc2cc(-c3ccccc3)[nH]n2c1=O
 : 7, 3, 0.1, 1.6
COc1ccc(C2C(C#N)=C(N)Oc3n[nH]c(C)c32)cc1O (centres undefined)
 : 14, 15, 0.5, -1.2
CC1CCCCC1NC(=O)CSc1nnc(N)s1 (centres undefined)
 : -12, 16, -0.1, 0.0
CN(Cc1ccccc1)C(=O)Cn1ccc2ccccc2c1=O
 : 10, 7, 0.2, 0.7
CCCn1cc(SCC(=O)NCCc2ccc(OC)c(OC)c2)c2ccccc21
 : 13, 5, 0.1, -1.2
O=C(O)c1ccc(N2N=C(c3ccccc3)/C(=C\c3cccc([N+](=O)[O-])c3O)C2=O)cc1
 : -13, 8, -0.3, -1.8
COc1ccc(-c2nc(C(=O)NC3CC3)cs2)cc1
 : -35, -16, 0.1, -0.7
CC(C)COC(=O)NCCOC(=O)Nc1ccc([N+](=O)[O-])cc1
 : 1, 16, 0.0, -0.1
Cc1cccc2c(C(=O)OCC(=O)c3ccccc3)cc(-c3ccccc3)nc12
 : 7, 8, 0.0, 0.1
CCCCOc1ccc(C2=NNC(=O)CC2)cc1
 : -25, -7, 0.1, 0.3
CSC(N)=N/C(=N\S(=O)(=O)c1ccccc1)c1ccccc1
 : -2, -5, -0.1, -0.3
CC(O)c1nc2ccccc2[nH]1 (centres undefined)
 : 4, -6, -0.2, -0.6
CCOC(=O)C1=C(C)NC2=C(C(=O)CC(C)(C)C2)C1c1ccc(OC(C)=O)c(OC)c1 (centres undefined)
 : 4, 1, 0.0, 0.0
CC(C)n1cnc2c(NCc3cccc(C(F)(F)F)c3)nc(NCc3cccnc3)nc21
 : 40*, 13, 0.0, 0.1
CN(C)CCNC(=S)Nc1ccc2c(c1)OCCO2
 : -27, -4, 0.1, -0.7
COc1cc(C2NC(=O)C(=O)/C2=C(/O)c2ccccc2)ccc1O (centres undefined)
 : -8, 43, -0.3, -0.7
O=C(NNC(=O)c1cccnc1)c1ccccc1
 : 10, 0, 0.2, -0.5
CC1CCCCN1c1nc2c(c(=O)[nH]1)CCN(Cc1ccc(O)cc1)C2 (centres undefined)
 : 4, 10, 1.2, -0.3
CC(C)CCSc1nc2c(c(=O)[nH]1)C(c1ccncc1)C1=C(CCCC1=O)N2 (centres undefined)
 : 0, 3, -0.1, 2.0
COCCNCC#CCOc1ccc(Cl)cc1
 : -6, 38, -0.2, -0.7
CC(=O)C(Cc1ccccc1)SC#N (centres undefined)
 : -2, 19, 0.0, -0.8
O=C1CN(C(=O)Cc2ccc(F)cc2)C(c2ccccc2)c2cc(Br)ccc2N1 (centres undefined)
 : 6, -8, -0.2, 1.5
CC(C)CNC(=O)C1CCCN1C(=O)NC1CCCCC1 (centres undefined)
 : -3, 7, -0.1, 0.9
Cc1cc(Br)ccc1N1C(N)=C(C#N)C(c2ccc3c(c2)OCO3)C2=C1CC(C)(C)CC2=O (centres undefined)
 : -6, 10, 0.3, 0.3
Cc1cc(F)c(F)cc1C(=O)N1CCCCC1C (centres undefined)
 : 4, 1, 0.1, -0.7
O=C1CSC(c2ccc(Cl)c(Cl)c2)N1c1ccc2ccccc2c1 (centres undefined)
 : -6, 6, -0.3, 1.3
COc1ccc(NC(=O)c2ccc(NC(=O)c3nc4nc(C)cc(C)n4n3)cc2)cc1
 : 5, -10, 0.1, -1.4
COc1ccc(NC(=O)c2ccc(Nc3nc(-c4ccccc4)c4cc(Br)ccc4n3)cc2)cc1
 : -6, -10, 0.0, 0.8
COc1ccc(C(=O)N/C(=C\c2cccc(Br)c2)C(=O)N2CC3CC(C2)c2cccc(=O)n2C3)c(Cl)c1 (centres undefined)
 : -5, -1, 0.1, 0.7
O=C(COC(=O)c1ccccc1N1C(=O)CCC1=O)c1ccc2c(c1)OCCO2
 : -7, 15, 0.3, -0.8
NC(=S)NN(CC(=O)O)CC(=O)O
 : 4, 13, 0.0, -0.2
CC(C)(C)c1ccc(/C=N/NC(=O)c2ccncc2)cc1
 : -5, 11, -0.2, -0.4
O=C1NC(=O)N(c2ccc(Br)cc2)C(=O)/C1=C/c1ccc(O)c([N+](=O)[O-])c1
 : -6, 13, 0.1, -0.8
CC(C)(C)NC(=O)NC(=O)COC(=O)CCc1c[nH]c2ccccc12
 : 1, 15, 0.2, -0.6
COc1ccc(-c2noc(N3CCC(C(=O)NCc4ccc5c(c4)OCO5)CC3)n2)cc1
 : 0, 9, 0.0, 7.9*
COc1cccc(C2NC(=S)NC(C)=C2C(=O)Nc2ccc(Cl)cc2)c1OC (centres undefined)
 : 9, -12, -0.1, -1.0
O=C(Nc1cc(F)cc(F)c1)c1cccc(S(=O)(=O)N2CCOCC2)c1
 : 13, 10, 0.7, 1.6
Cn1c(=O)n(C)c2cc(NC(=O)c3ccccc3[N+](=O)[O-])c(Br)cc21
 : -7, 15, 0.6, -1.1
COc1ccc(C(=O)CSc2ncc(-c3ccccc3)[nH]2)cc1
 : -19, 10, -0.2, 0.8
Cc1ccccc1-n1nc2c(c1NC(=O)C13CC4CC(CC(C4)C1)C3)CSC2
 : 5, 10, 0.8, -1.3
O=C(NC(=S)Nc1ccc(O)cc1)C1CCCC1
 : -10, -2, 0.0, 0.3
C=C(C)C1CC=C(C)CC1 (centres undefined)
 : 1, 28, 0.1, 1.2
CCc1ccc(NC(=O)CSc2nc3c(c(=O)n2CCOC)SC(C)C3)cc1 (centres undefined)
 : -26, 8, -0.1, 0.2
Nn1c(SCC(=O)Nc2ccc(N3CCOCC3)cc2)nnc1C1CCCCC1
 : -17, -2, -0.2, 1.0
COC(=O)c1ccc(/C=N\NC(=O)c2ccc([N+](=O)[O-])cc2)cc1
 : -1, 13, -0.2, 3.9
Cc1cc(NC(=O)c2cc(-c3ccc(F)cc3)on2)no1
 : 1, 1, 0.0, 0.2
CC(C)CCNC(=O)c1c[nH]c2ccc(S(=O)(=O)N3CCc4ccccc4C3)cc2c1=O
 : 2, 9, -0.1, -0.3
CCOc1cc(/C=N/NC(=O)c2cc(C(C)C)[nH]n2)ccc1O
 : 6, 6, 0.1, -1.3
COc1ccc(CNC(=O)c2nn3c(c2Cl)NC(c2cccs2)CC3C(F)(F)F)cc1 (centres undefined)
 : 5, 5, 0.1, 0.1
Cc1ccc(S(=O)(=O)Nc2ccc3oc4c(c3c2)CC(C(C)(C)C)CC4)cc1 (centres undefined)
 : -9, -1, 0.4, -0.5

# Of the compounds above, eleven have fluorine:
# Screens in order – TEAD-YAP block, MITF primary, FBW7 activator, GPR151 activ
O=C(CSC1=Nc2ccccc2C2=NC(Cc3ccccc3)C(=O)N12)c1ccc(F)cc1 (centres undefined)
 : 7, 11, 0.0, -2.9
Cn1c(=O)c2c(SCCN3CCCC3)nc(-c3ccccc3F)nc2n(C)c1=O
 : 23, 7, 0.1, 1.0
O=C(NCc1cccnc1)[C@@H]1C[C@H](NCc2cccc(F)c2)CN1C/C=C/c1ccccc1
 : -7, -13, 0.0, -0.8
CS(=O)(=O)c1ccc(N2CCOCC2)c(F)c1
 : 3, 11, 0.1, -0.9
O=S(=O)(Nc1ccc2c(c1)OCCO2)c1c(F)cc(F)c(Cl)c1F
 : 4, 8, 0.1, 1.1
CC(C)n1cnc2c(NCc3cccc(C(F)(F)F)c3)nc(NCc3cccnc3)nc21
 : 40*, 13, 0.0, 0.1
O=C1CN(C(=O)Cc2ccc(F)cc2)C(c2ccccc2)c2cc(Br)ccc2N1 (centres undefined)
 : 6, -8, -0.2, 1.5
Cc1cc(F)c(F)cc1C(=O)N1CCCCC1C (centres undefined)
 : 4, 1, 0.1, -0.7
O=C(Nc1cc(F)cc(F)c1)c1cccc(S(=O)(=O)N2CCOCC2)c1
 : 13, 10, 0.7, 1.6
Cc1cc(NC(=O)c2cc(-c3ccc(F)cc3)on2)no1
 : 1, 1, 0.0, 0.2
COc1ccc(CNC(=O)c2nn3c(c2Cl)NC(c2cccs2)CC3C(F)(F)F)cc1 (centres undefined)
 : 5, 5, 0.1, 0.1

# High-throughput results (PubChem)
